Bioassay records as filed in PubChem BioAssay.
NPC1 promoter act – NPC1 promoter activation. Huh7 NPC1 promoter luciferase reporter, 24 h. Potency, µM (titrated, usually from 9.22 µM), for inactives: at the highest dose activation, usual class: activators. 320,000 compounds, 2.4% hits;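 note: % of control where 0% means no effect; nearly all actives have a fitted effect of over 60% in size; reporter is driven by a mutant NPC1 promoter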
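Huh7 reporter cells (NPC1 promoter driving luciferase) are dosed with compound for 24 h at 37 °C, 5% CO2; luciferase detection reagent is then added and luminescence measured after 10 min at ambient temperature.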
Gal4-VP16 FLuc – inhibits Gal4-VP16 luciferase reporter, ROR gamma counter-screen | Potency, µM (series often up to 53.6 µM), inactives show at the top dose activity, negative = inhibition, usual class: inhibitors | Drosophila S2 Gal4-VP16 UAS-luciferase, luminescence, 20 h | 310,000 compounds, 3.5% hits | AID 2546;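 note: Gal4-VP16 expression switched on by copper sulfate through the metallothionein promoter; % is set by controls: 0 for no effect and ±100 for the full control effect; nearly all actives have a fitted effect of over 50% in size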
uPA generation – blocks generation of uPA at the cell surface | AID 540303 | Potency, µM (series often up to 38.3 µM), for the others: top-dose activity change, negative = inhibition, hits mostly inhibitors | cell surface uPA generation assay, qHTS | 330,000 compounds, 0.31% hits; active = well fitted inhibition curve with a large enough effect; inconclusive = small, poorly fitted or top-dose-only effect; inactive = no such curve, though single readings can be large or run the other way; tested in mouse RAW 264.7 cells; note: % is set by controls: 0 for no effect and ±100 for the full control effect; nearly all actives have a fitted effect of over 55% in size
p53 reactivator – re-activators of mutant p53 | H1299 p53-A138V BP100-luciferase reporter, luminescence, 24 h | Potency, µM (highest dose often 92.2 µM), for inactives: at the top dose activity change, positive = activation, most hits filed as activators | 320,000 compounds, 0.063% hits | AID 504706; note: % of control where 0% means no effect; nearly all actives have a fitted effect of over 45% in size
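H1299 (p53-null), stable ts p53-A138V + BP100-Luc; 1000 cells/well, Opti-MEM/10% FBS; cpd 4 pt, 1:5; 24 h, 37 deg C, 5% CO2; detection reagent 10 min RT; luminescence.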
Rab9 prom act – activates the Rab9 promoter; Huh7 Rab9 promoter-luciferase reporter, luminescence, 24 h; Potency, µM (series often up to 9.22 µM), for the others: at the highest dose activation, negative = inhibition, most hits filed as activators; 320,000 compounds, 2.8% hits; AID 485297; note: % of control where 0% means no effect; nearly all actives have a fitted effect of over 60% in size
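Promoter activation is measured as luciferase luminescence in Huh7 cells stably transfected with a Rab9 promoter–luciferase construct, following 24 h compound exposure at 37 °C and 10 min reagent incubation at ambient temperature.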
FLuc counter – counter-screen for miR-21 project: firefly luciferase inhibitors or activators. purified FLuc, Km substrates, luminescence inhibition. Potency, µM (titrated, usually from 57.5 µM), for inactives: at the top dose activity change, negative = inhibition, most hits filed as inhibitors. 360,000 compounds, 6.9% hits;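 note: plate controls were vehicle for no effect and reference inhibitor for full effect; nearly all actives have a fitted effect of over 55% in size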
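Purified P. pyralis luciferase, 10 nM final, with Km-level 10 uM D-luciferin and 10 uM ATP in 50 mM Tris acetate pH 7.5, 10 mM Mg acetate, 0.01% Tween-20, 0.05% BSA; 6-point qHTS titration about 60 µM downward; luminescence read.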
RORgamma inh – inhibitors of mouse ROR gamma transcriptional activity. P51450. Drosophila S2 Gal4-RORgamma UAS-luciferase reporter, 20 h. Potency, µM (series often up to 53.6 µM), inactives show top-dose activity change, negative = inhibition, hits mostly inhibitors. 310,000 compounds, 5.4% hits. AID 2551; note: % is set by controls: 0 for no effect and ±100 for the full control effect; nearly all actives have a fitted effect of over 60% in size
Target sequence (P51450 whole entry, looked up, the tested form may be a part): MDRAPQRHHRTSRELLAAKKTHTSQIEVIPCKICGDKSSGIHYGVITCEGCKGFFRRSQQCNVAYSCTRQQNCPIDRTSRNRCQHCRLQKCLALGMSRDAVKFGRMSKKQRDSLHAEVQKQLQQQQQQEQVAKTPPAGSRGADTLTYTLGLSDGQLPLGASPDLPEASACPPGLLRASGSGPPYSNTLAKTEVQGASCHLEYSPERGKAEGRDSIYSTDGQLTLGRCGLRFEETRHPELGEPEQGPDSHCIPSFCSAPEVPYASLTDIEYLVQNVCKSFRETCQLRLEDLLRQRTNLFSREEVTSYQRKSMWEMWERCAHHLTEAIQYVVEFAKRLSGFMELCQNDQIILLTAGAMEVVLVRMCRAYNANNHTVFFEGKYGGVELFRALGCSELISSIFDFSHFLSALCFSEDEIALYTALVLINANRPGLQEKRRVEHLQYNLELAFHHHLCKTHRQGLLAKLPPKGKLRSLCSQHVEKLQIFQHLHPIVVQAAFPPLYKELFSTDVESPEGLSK
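A Gal4/UAS one-hybrid system in insect cells: metallothionein-promoter Gal4–ROR gamma fusion plus Photinus luciferase reporter. Copper sulfate 700 uM final, 20 hr ambient incubation, luminescent detection after 10 min with reagent.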
MBNL1-CUG inh – blocks human MBNL1 binding to CUG repeat RNA | Q9NR56 | TR-FRET MBNL1-His/biotin-(CUG)12 binding, 665/545 ratio | Potency, µM (highest dose often 57.5 µM), for inactives: top-dose activity change, negative = inhibition, usual class: inhibitors | 280,000 compounds, 0.036% hits | AID 2675; active = well fitted inhibition curve with a large enough effect in the signal ratio, with a control signal flat, not every such curve was filed as active; inconclusive = small, poorly fitted or top-dose-only effect, or effect the other way, or a change in a side signal; inactive = no such curve, though single readings can be large or run the other way; the % refers to the signal ratio; note: % is set by controls: 0 for no effect and ±100 for the full control effect
Target sequence (Q9NR56 whole entry, looked up): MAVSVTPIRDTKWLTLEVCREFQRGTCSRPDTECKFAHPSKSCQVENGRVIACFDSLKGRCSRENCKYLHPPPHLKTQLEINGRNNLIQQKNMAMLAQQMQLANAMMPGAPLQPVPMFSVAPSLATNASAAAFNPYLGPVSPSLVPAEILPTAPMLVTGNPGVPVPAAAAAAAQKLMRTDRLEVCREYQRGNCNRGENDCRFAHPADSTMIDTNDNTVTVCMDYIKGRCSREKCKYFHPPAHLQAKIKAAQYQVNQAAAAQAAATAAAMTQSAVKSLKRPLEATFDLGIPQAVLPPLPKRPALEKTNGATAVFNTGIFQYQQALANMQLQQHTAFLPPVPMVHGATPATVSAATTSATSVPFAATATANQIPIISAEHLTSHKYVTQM
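Compounds (final 92 nM to 58 uM) are added to His-tagged MBNL1 and biotin-(CUG)12, then terbium anti-His antibody and streptavidin-XL665 (5 nM final). After 60 min at room temperature, the 665/545 nm ratio is read.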
BRCA1 expr up – activators of BRCA1 expression; MCF7-BRCA1-FFLuc reporter, luminescence, 48 h; response scale: scaled: vehicle 0%, 10 µM genistein 100%; Potency, µM (series often up to 46.1 µM), for the others: at the top dose activation, actives largely listed as activators; 380,000 compounds, 1.1% hits; AID 624202; note: nearly all actives have a fitted effect of over 80% in size; some results filed as inactive show a strong effect at the top dose
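First, MCF7-BRCA1-FFLuc cells (2000/well) attach for 2 h; next, compounds are pin-added and incubated 48 h at 37 °C; finally, luciferase reagent is added and luminescence read after 15 min.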
ELG1 genotox – inducers of genotoxicity in HEK293T ELG1-luciferase cells; HEK293T ELG1-luciferase reporter, luminescence, 16 h; Potency, µM (highest dose often 46 µM), without a hit: at the top dose activity change, positive = activation, most hits filed as activators; 330,000 compounds, 1.3% hits; AID 504466; note: % of control where 0% means no effect; nearly all actives have a fitted effect of over 60% in size
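Screening used a luciferase reporter fused to human ELG1 in HEK293T cells. Luminescence was read on a CCD plate imager after 16 hr exposure and 30 min ONE-Glo incubation.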
An asterisk follows results filed as active; ? = inconclusive; nt = not tested or not shown; & = joins results of further samples; [ ] = another dose, or the depositor's remark. Unless noted, calls come from the whole dose curve; as a rule, active = well fitted curve in the direction sought with a large enough effect; inconclusive = small, poorly fitted or top-dose-only effect, or another doubt; inactive = no such curve, though single readings can be large; an effect the other way counts as inactive or inconclusive. Potency is the fitted concentration of half-maximal effect.

SMILES | NPC1 promoter act | Gal4-VP16 FLuc | uPA generation | p53 reactivator | Rab9 prom act | FLuc counter | RORgamma inh | MBNL1-CUG inh | BRCA1 expr up | ELG1 genotox
Cc1ccc(Cn2c(=O)n(-c3ccccc3)c(=O)c3ccc(C(=O)NCc4ccco4)cc32)cc1 | -1% | -21% | -20% | -12% | -7% | 2%&4% | 1% | -14% | -27% | 3%
O=C(/C=C\c1ccc2c(c1)OCO2)CC1(O)C(=O)Nc2ccccc21 (stereo not given) | 2% | 8% | -8% | 23% | -1% | ? | 0% | -4% | 17% | -3%
CCN(CCn1cccn1)C(=O)C1CCC(=O)N(CCN2CCOCC2)C1 (stereo not given) | 0% | 3% | 6% | 7% | 4% | 3% | 7% | 0% | 8% | 2%
O=C(O)c1ccc(CSC2CCCCC2)cc1 | -4% | -24% | 3% | 6% | 3% | 5% | 2% | -1% | -3% | 5%
COC(=O)C1=C(COc2ccc(F)cc2)NC(=O)NC1c1ccc(C)cc1C (stereo not given) | 1% | -19% | -15% | 4% | -15% | -5% | 33% | -10% | -22% | -6%
Cc1ccc(OCCN2CCN(c3nc(NCc4ccco4)c4ccccc4n3)CC2)cc1 | 1% | -24% | -7% | -1% | -7% | -1% | -12% | -9% | -96%[inhibitor] | -4%
CC(C)(C)OC(=O)N1CCC(NC(=O)c2[nH]cnc2C(=O)Nc2ccon2)CC1 | 0% | nt | 13% | -3% | -4% | -1% | nt | nt | 8% | -2%
CCO[C@@H]1OC(C(=O)N2CCOCC2)=C[C@H](c2cn(C(C)=O)c3ccccc23)[C@H]1CCCO | -6% | 25% | 4% | -1% | -3% | -1% | 0% | 10% | 8% | 7%
C=CCc1cccc(C=Nc2c[nH]c(=O)[nH]c2=O)c1O | 1% | 1% | 1% | nt | 2% | 5% | 21%[1.91 µM] | -4% | -18% | -3%
Cc1ccc(S(=O)(=O)NCC2CCC(C(=O)NC3CCCCC3)CC2)cc1 (stereo not given) | -3% | -3% | 2% | 1% | -2% | 2% | -12% | -2% | -29% | 9%
COc1cc(N(Cc2ccccc2)Cc2ccccc2)c2ncn(C(C)C)c2c1 | -1% | nt | 11% | 6% | -8% | 3% | nt | nt | -88% | 0%
COc1ccc(-c2cc(N)n(S(=O)(=O)c3ccc(C)cc3)n2)c(OC)c1 | -4% | -6% | 10% | 0% | -8% | 3% | 2% | -6% | -19% | -2%
COc1cccc(CNC(=O)CCS(=O)(=O)c2ccccc2Cl)c1 | 15% | nt | -6% | 9% | 2% | -1% | nt | nt | -5% | 0%
CCOc1cc(C2c3c(oc4ccccc4c3=O)C(=O)N2c2nccs2)ccc1O (stereo not given) | 1% | 6% | 0% | -9% | -3% | -1% | -9% | -8% | -27% | 6%
COc1ccc(COC(=O)CNC(=O)C2CCCCC2)cc1F | nt | nt | 1% | 2% | nt | nt | nt | nt | -6% | -2%
O=C(COc1ccccc1)Nc1cccc(-c2nn[nH]n2)c1 | 0% | 0% | 0% | -7% | 6% | ? | 18% | -2% | -1% | -6%
CC(=O)Nc1ccccc1NC(=O)CN(C)S(=O)(=O)c1ccc(C)cc1 | 2% | 6% | -1% | 0% | -1% | 8% | 0% | -7% | -6% | -5%
COc1ccc2cc(CN(Cc3cccs3)Cc3nnnn3Cc3ccccc3)c(=O)[nH]c2c1 | 0% | 4% | -2% | -3% | 9% | 2% | ? | 85%[activator] | -54% | -11%
Cc1onc(-c2ccccc2Cl)c1C(=O)N1CCN(Cc2ccc3c(c2)OCO3)CC1 | -4% | -9% | 0% | 0% | 1% | 0% | 31% | -8% | -13% | -4%
Cc1nn(-c2ccccc2)c(N)c1C1(O)C(=O)N(C)c2ccccc21 (stereo not given) | 0% | -6% | -3% | 21% | 1% | 2% | 6% | 5% | 23% | -1%
C/C(=N/O)c1no[n+]([O-])c1/C(C)=N\O | 3% | -12% | -1% | 2% | -2% | 2% | 3% | -7% | -1% | 1%
CCOC(=O)CCCCCC(=O)Nc1ccc2c(c1)C(=O)N([C@H](C)CO)C[C@H](C)[C@@H](CN(C)C(=O)Nc1ccc(OC)cc1)O2 | nt | nt | 1% | 3% | nt | nt | nt | nt | 6% | -2%
COC(=O)C(NS(=O)(=O)c1ccc(NC(C)=O)cc1)C(C)C (stereo not given) | -3% | 2% | 7% | -4% | 1% | 0% | -6% | -7% | -11% | -4%
CN(Cc1nc(-c2cccs2)no1)CC(O)c1ccccc1 (stereo not given) | 15% | -16% | 0% | 1% | ? | ? | 40% | 5% | -6% | 8%
CC(=O)[C@H]1[C@H]([C@H](O)[C@H](O)CO)O[C@](O)(C(=O)O)C[C@@H]1O | -4% | nt | 9% | 7% | -4% | ? | nt | nt | 0% | -7%
Next section
SMILES | NPC1 promoter act | Gal4-VP16 FLuc | uPA generation | p53 reactivator | Rab9 prom act | FLuc counter | RORgamma inh | MBNL1-CUG inh | BRCA1 expr up | ELG1 genotox
CCN(CC)S(=O)(=O)c1ccc(OCC(=O)NCc2ccco2)cc1 | 1% | -2% | -7% | 2% | -2% | 2% | 10% | -11% | 0% | 3%
Cn1/c(=N/NC(=O)c2ccccc2F)sc2ccccc21 | ? | 3% | -4% | 2% | 2.8µM* | 15µM* | -43% | -3% | 61% | ?
CC1=N/C(=C/c2ccc([N+](=O)[O-])cc2)C(=O)N1c1ccc(Cl)cc1Cl | 0% | ? | 13% | 3% | 0% | -2% | -29% | 6% | -11% | -19%
COc1cc(OC)cc(C(=O)NC2CCN(C(=O)N3c4ccccc4Sc4ccccc43)CC2)c1 | -6% | -13% | -7% | -9% | 11% | -1% | 25% | -18% | -61% | -5%
CC1(C)c2[nH]c3ccccc3c2C[C@H]2C(=O)N(N)CC(=O)N21 | -3% | -4% | -1% | -4% | 2% | -4% | 7% | -7% | -5% | 0%
CN(C)CCCC1(O)c2ccccc2CCc2ccccc21 | -3% | 2% | -3% | -4% | -14% | -1% | -22% | 6% | -38% | 3%
Cc1nnsc1C(=O)N1CCC(C(=O)c2ccccc2)CC1 | -3% | 1% | 1% | 0% | -1% | -3% | 6% | 7% | 0% | 1%
Cc1nc2ccc(NC(=O)Cc3ccc(Br)cc3)cc2s1 | -4% | 2% | 6% | 3% | 1% | -17% | 28% | -4% | 0% | 3%
O=C(CC1C(=O)NCCN1CC(c1ccccc1)c1ccccc1)NCC1CCOCC1 (stereo not given) | -2% | 0% | -6% | -6% | 11% | 5% | -1% | 9% | -13% | -2%
CCN(CC)CC(=O)NC12CC3CC(CC(C3)C1)C2 | -6% | -6% | 7% | 1% | 2% | -1% | 1% | -14% | -2% | -5%
COc1ccc(C(OCC(O)CN(C)C2CCCCC2)c2ccc(OC)cc2)cc1 (stereo not given) | 25% | 6% | nt | 2% | 3% | 1% | -31% | 2% | -21% | 0%
O=C(CNC(=O)c1ccco1)OCc1ccc(C(=O)c2ccccc2)cc1 | -1% | 11% | 5% | -3% | -6% | -7% | 39% | -8% | 25% | -2%
OCCN1CCN(C(=S)c2ccc(Br)cc2)CC1 | -2% | -1% | 0% | -2% | 0% | 3% | -6% | -10% | 4% | 1%
N#Cc1nc(-c2ccccc2)oc1N1CCCCC1 | 13% | 18% | nt | 1% | -1% | -19% | -16% | 6% | -29% | 7%
CC1=CCC(COC(=O)Nc2ccccc2)CC1 (stereo not given) | 2.8µM* | -19% | -4% | ? | 4µM* | 6.7µM* | -19% | 2% | 3.5µM* | ?
CCOC(=O)CSc1cccc2cccnc12 | -2% | 10µM* | -14% | ? | 2% | -19% | ? | 17% | -43% | ?
CC(C)c1ccc(CNc2ccc3c(c2)ncn3C)cc1 | 3.2µM* | ? | ? | 14% | 3.5µM* | 15µM* | -24% | 2% | 98% | 10%
CCCNc1c(NS(=O)(=O)c2ccc(C3CCCCC3)cc2)c(=O)oc2ccccc12 | 0% | -23% | -4% | -2% | 5% | 3% | 1% | -4% | 15% | 0%
CCc1c(C)c2c(C)nn(-c3ccccc3)c2oc1=O | -1% | 2% | 0% | 0% | -2% | -16% | -6% | -8% | -28% | 3%
CC(C)NC(=O)CN(C(=O)CCC(=O)Nc1nccs1)c1ccc2c(c1)OCO2 | 0% | 6% | 1% | 2% | 1% | -8% | 3% | -2% | 3% | 11%
Cc1ccc(S(=O)(=O)C2CCCCC2=O)cc1 (stereo not given) | -7% | -25% | 3% | -7% | 0% | 5% | 24% | -10% | -1% | -2%
CCc1nc(N2CCN(C(=O)c3ccccc3)CC2)c2c3c(sc2n1)CCCC3 | -3% | -15% | -3% | -2% | -12% | 0% | -3% | -1% | -50% | -13%
O=C(Nc1cccnc1Cl)c1cccs1 | -1% | -2% | 1% | 4% | 13% | 1% | 20% | -1% | 18% | 9%
O=C(CCCC(=O)N(CC(=O)NC1CCCC1)C1CCCC1)Nc1ccccn1 | 12% | -21% | 5% | -2% | -1% | 9% | 0%[10 µM] | -7% | -4% | 1%
CCOC(=O)NC(=S)c1ccc[nH]1 | 1% | ? | 5% | -4% | 0% | -1% | 13µM* | ? | -11% | 2%
